# Assay outcomes from PubChem BioAssay.
# CYP2C19 inh – human CYP2C19 inhibition. P33261. CYP2C19 Supersomes, luciferin-H EGE luminescence, 30 min. inhibition, % at 5 µM. 96,000 tested, 21% active;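 active = CYP2C19 inhibition above a set limit at 5 µM in the primary screen, cut at about 50% in these data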;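 also: plate controls were negative control wells for no effect and 2.5 mM tranylcypromine positive control for full effect; values of inactives mirror those of a sister screen read the other way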
# CYP2C19 act – increases human CYP2C19 enzyme activity; recombinant CYP2C19, luciferin-H EGE luminescence; active compounds read high; 0 = fully inhibited enzyme, 1 = untreated enzyme; activation factor at 5 µM; 96,000 tested, under 10 active; AID 1025;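 active = activation factor of at least 2 at 5 µM in the primary screen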;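 also: 0 = wells with 2.5 mM tranylcypromine and 1 = vehicle-only wells; values of inactives mirror those of a sister screen read the other way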
# PLK1 inh – PLK1 (human) kinase inhibition | inhibition, % at 10 µM | recombinant PLK1 kinase, TR-FRET peptide phosphorylation | 97,000 tested, 0.53% active | AID 619;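 active = inhibition of 50% or more in the single-concentration screen; inactive = inhibition below 50%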;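 also: 0% = DMSO max control and 100% = H-89 dihydrochloride min control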
# Target sequence (P53350 whole entry, looked up): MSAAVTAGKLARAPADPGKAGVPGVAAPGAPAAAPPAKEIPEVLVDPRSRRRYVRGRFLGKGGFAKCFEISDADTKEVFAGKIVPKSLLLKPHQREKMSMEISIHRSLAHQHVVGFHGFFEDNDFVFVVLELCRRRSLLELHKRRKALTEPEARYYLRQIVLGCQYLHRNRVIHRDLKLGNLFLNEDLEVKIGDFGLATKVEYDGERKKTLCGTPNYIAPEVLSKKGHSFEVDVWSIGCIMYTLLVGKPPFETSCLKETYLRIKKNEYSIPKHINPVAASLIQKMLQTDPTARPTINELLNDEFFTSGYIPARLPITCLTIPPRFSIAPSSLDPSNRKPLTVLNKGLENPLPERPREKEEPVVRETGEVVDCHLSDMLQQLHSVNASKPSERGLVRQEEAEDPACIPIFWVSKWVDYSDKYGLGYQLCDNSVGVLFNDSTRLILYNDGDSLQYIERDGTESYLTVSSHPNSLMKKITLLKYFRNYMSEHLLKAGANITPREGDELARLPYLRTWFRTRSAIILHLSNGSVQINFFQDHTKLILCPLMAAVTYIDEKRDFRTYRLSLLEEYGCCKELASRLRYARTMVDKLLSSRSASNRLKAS
# CYP2C9 inhib – inhibitors of human CYP2C9; CYP2C9 Supersomes, luciferin-H conversion, luminescence; inhibition, % at 5 µM; 96,000 tested, 20% active; AID 777;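 active = blocking of liver enzyme CYP2C9 beyond about 50% at 5 µM, limit read from the data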; also: values of inactives mirror those of a sister screen read the other way
# Target sequence (P11712 whole entry, looked up): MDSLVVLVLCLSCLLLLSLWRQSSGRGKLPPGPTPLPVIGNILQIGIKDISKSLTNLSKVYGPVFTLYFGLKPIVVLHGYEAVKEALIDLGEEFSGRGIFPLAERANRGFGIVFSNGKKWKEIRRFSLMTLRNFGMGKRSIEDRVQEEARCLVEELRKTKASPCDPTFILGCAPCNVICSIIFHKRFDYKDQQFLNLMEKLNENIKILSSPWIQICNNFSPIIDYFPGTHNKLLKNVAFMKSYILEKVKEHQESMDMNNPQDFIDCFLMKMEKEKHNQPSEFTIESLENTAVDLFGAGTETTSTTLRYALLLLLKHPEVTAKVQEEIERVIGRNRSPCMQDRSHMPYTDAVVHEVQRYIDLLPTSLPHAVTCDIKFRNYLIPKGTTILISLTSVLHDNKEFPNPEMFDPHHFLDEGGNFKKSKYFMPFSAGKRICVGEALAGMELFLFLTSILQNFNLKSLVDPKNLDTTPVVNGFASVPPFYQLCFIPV
# PLAP activator – activates human placental alkaline phosphatase; P05187; purified PLAP enzyme, luminescent substrate read-out; active compounds read high; activation fold at 20 µM; 96,000 tested, 1.2% active; AID 696; in the data active = activation fold above about 2
# Rev-RRE block – HIV Rev-RRE protein-RNA interaction inhibition; inhibition, % at 8 µM; AID 704; Rev peptide-RRE RNA binding, FRET; 97,000 tested, 0.79% active; P05866;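 active = inhibition above the screen-wide mean plus 3 SD, cut at about 35% in these data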;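 also: 0% = median DMSO wells and 100% = median Neomycin B control wells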
#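 Assay system: Labelled RRE RNA duplex and labelled Rev peptide | Times: 5 min preincubation and 15 min binding, 25 °C | Detection: FRET, ex 480 nm, em 540 and 671 nm | Evaluation: % inhibition of FRET ratio versus controls | Benchmarks: DMSO wells as 0% and neomycin B wells as 100% inhibition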
# EphB4 antag – EphB4-ephrin-B2 interaction antagonism. inhibition, % at 7 µM. AID 720. 97,000 tested, 0.15% active. EphB4 LBD / TNYL-RAW-Alexa532 peptide, fluorescence polarization. P54760;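 active = inhibition above the screen-wide mean inhibition plus 3 SD, cut at about 15% in these data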;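 also: 0% = DMSO wells and 100% = excess unlabeled TNYL-RAW peptide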
# PLK1 PBD inh – blocks phosphopeptide binding to human Plk1 polo box domain; inhibition, %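 (tested at about 20 µM)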; P53350; 97,000 tested, 0.13% active; Plk1 PBD phosphopeptide binding, fluorescence polarization; in the data active = inhibition above about 34%, passing the limit was not always enough
# CYP2C9 activ – CYP2C9 (human) activation. activation factor at 5 µM. AID 1024. 96,000 tested, 1.4% active. recombinant CYP2C9, luciferin-H conversion, luminescence; active compounds read high; factor 1 = untreated enzyme, 0 = blocked. P11712;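 active = activation factor of 2 or more for CYP2C9 at a 5 µM dose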;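 also: 0 = sulfaphenazole-blocked wells and 1 = vehicle-only wells; values of inactives mirror those of a sister screen read the other way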
# Active calls of the source: *; / = no result given. Not a hit list; 29% or so of the library scored in one or more.
SMILES,CYP2C19 inh,CYP2C19 act,PLK1 inh,CYP2C9 inhib,PLAP activator,Rev-RRE block,EphB4 antag,PLK1 PBD inh,CYP2C9 activ
COC(=O)c1cc2c(C)c(C)c3ccccn3c-2c1C(=O)OC,9,0.9,-21,-16,0.8,22,-4,-19,1.2
Cc1ccc(CNC(=O)Cc2ccc(-c3ccccc3)cc2)cc1,34,0.7,-16,42,1,8,11,10,0.6
CC1CCN(C(=O)CC2C(=O)Nc3c2c(=O)n(C)c(=O)n3Cc2ccccc2)CC1 (stereo unspecified),-10,1.1,-9,-6,1.2,-3,-4,8,1.1
Cc1ccc(-n2c(=O)[nH]cc(C(=O)N3CCc4ccccc43)c2=O)cc1C,0,1,13,11,1,7,6,-22,0.9
O=C(Nc1ccccc1C(=O)NC(Cc1c[nH]c2ccccc12)C(=O)O)c1ccco1 (stereo unspecified),-10,1.1,-5,22,1.5,2,0,16,0.8
CC(C)(C)OC(=O)N1CC(O)CC1C(=O)OCC(=O)c1ccccc1 (stereo unspecified),/,/,-6,/,/,4,-3,-29,/
Cc1ccc(-c2nnn(CC(=O)N(Cc3ccc(F)cc3)C(C(=O)NC3CCCC3)c3ccncc3)n2)o1 (stereo unspecified),/,/,2,/,/,7,2,-14,/
Cc1cc(C)cc(N2CCCn3c2nc2c3c(=O)n(CCN3CCOCC3)c(=O)n2C)c1,-12,1.1,-18,-2,1.5,-1,4,-9,1
CC(C)(C)NC(=O)CN(Cc1cccs1)C(=O)c1csnn1,37,0.6,-9,15,1,6,-1,3,0.8
Cc1c(C(=O)OCCOC(C)C)[nH]c2c1C(=O)CC(c1ccco1)C2 (stereo unspecified),41,0.6,/,75*,1.1,/,/,/,0.3
CCOC(=O)c1c2ccc(OCC(=O)N/N=C/c3ccccc3C(F)(F)F)cc2n2ccccc12,16,0.8,5,59*,1,10,0,5,0.4
COc1ccc(CN2C(=O)NC3(CCCCCC3)C2=O)cc1F,88*,0.1,/,-90,1.1,/,/,/,1.9
CCn1c(=NC(=O)c2ccc(N3C(=O)CCC3=O)cc2)sc2c(OC)ccc(OC)c21,12,0.9,-90,9,1.2,-2,-1,-2,0.9
N#CCC(CNc1ncc(C(F)(F)F)cc1Cl)OC(=O)c1ccc(Cl)cc1 (stereo unspecified),84*,0.2,-17,-9,1,17,2,-18,1.1
Cc1cccc(NC(=O)c2sc(NC(=O)c3ccco3)c(C#N)c2C)c1C,21,0.8,-34,13,1,2,-2,-4,0.9
CCOC(=O)c1c(-c2cccs2)csc1NC(=O)CN1CC(C)OC(C)C1 (stereo unspecified),32,0.7,-8,69*,1.1,2,1,-26,0.3
COc1ccc(Cl)cc1NC(=O)c1ccco1,32,0.7,-8,-320,0.9,5,0,-6,4.2*
C/C(=N\O)C1(C)N(O)C(C)(C)C(c2ccc(F)cc2)=[N+]1[O-] (stereo unspecified),-8,1.1,-11,-11,1,9,4,24,1.1
Cc1ccc(C)c(-n2c(CNC(=O)c3ccco3)nnc2SCC(=O)N2CCc3ccccc32)c1,0,1,-7,16,1.1,6,1,3,0.8
COc1ccc(Cl)cc1NC(=O)C12CCC(C)(C(=O)O1)C2(C)C (stereo unspecified),83*,0.2,-13,-65,0.8,7,12,3,1.6
COc1ccc(Cl)cc1NC(=O)CN(c1ccccc1)S(=O)(=O)N(C)C,81*,0.2,-1,-35,1.1,13,0,-12,1.4
COC(=O)C1=C(O)/C(=C\c2ccc(O)c(OC)c2)N=C1C,15,0.8,-10,23,0.4,27,7,-27,0.8
CCCCn1c(CN2CCOCC2)nc2c1c(=O)n(C)c(=O)n2C,-17,1.2,/,-18,1.3,/,/,/,1.2
CCOC(=O)c1ccc(N2C(=O)C(O)=C(C(C)=O)C2c2ccc(O)c(OC)c2)cc1 (stereo unspecified),9,0.9,/,81*,1,/,/,/,0.2

# 3 compounds already listed, sorted by molecular weight, rising.
SMILES,CYP2C19 inh,CYP2C19 act,PLK1 inh,CYP2C9 inhib,PLAP activator,Rev-RRE block,EphB4 antag,PLK1 PBD inh,CYP2C9 activ
Cc1cccc(NC(=O)c2sc(NC(=O)c3ccco3)c(C#N)c2C)c1C,21,0.8,-34,13,1,2,-2,-4,0.9
COc1ccc(Cl)cc1NC(=O)CN(c1ccccc1)S(=O)(=O)N(C)C,81*,0.2,-1,-35,1.1,13,0,-12,1.4
CCOC(=O)c1ccc(N2C(=O)C(O)=C(C(C)=O)C2c2ccc(O)c(OC)c2)cc1 (stereo unspecified),9,0.9,/,81*,1,/,/,/,0.2

# The list goes on.
SMILES,CYP2C19 inh,CYP2C19 act,PLK1 inh,CYP2C9 inhib,PLAP activator,Rev-RRE block,EphB4 antag,PLK1 PBD inh,CYP2C9 activ
NS(=O)(=O)c1ccc(CCNC(=O)Nc2ccc(Cl)cc2)cc1,24,0.8,/,30,0.9,/,/,/,0.7
CC1CCCC(C)N1/N=C/c1ccc(Cl)cc1 (stereo unspecified),-3,1,-5,-7,1.1,4,-2,4,1.1
Cc1ccc(-c2cn3c(=O)cc(C)[nH]c3n2)cc1,20,0.8,-8,15,0.9,7,0,-9,0.8
COC(=O)c1c(NC(=O)CC2SCC(C(=O)OC)NC2=O)sc2c1CCCC2 (stereo unspecified),69*,0.3,-1,-124,1.4,7,4,-7,2.2*
C=CCNc1oc(COc2ccc(C)cc2)nc1C#N,65*,0.3,0,27,0.8,5,-4,-16,0.7
CCn1cc(C(=O)N2CCOCC2)c(=O)c2cc(S(=O)(=O)N(C)C)ccc21,-1,1,69*,-2,1,11,2,24,1
CC(=O)c1ccc(-n2c(C)ccc2-c2ccccc2)cc1,91*,0.1,-5,80*,1.5,0,3,-3,0.2
Cc1cnc(NC(=O)CSc2c(Cl)cccc2Cl)s1,-7,1.1,-8,1,1.2,5,4,-15,1
Clc1ccc(-c2noc(CSc3nnc(Cc4cccs4)n3-c3ccccc3)n2)cc1,50,0.5,-1,44,1.3,4,6,-6,0.6
C=CCN(CC(=O)NCc1ccccc1)C(=O)c1csnn1,73*,0.3,-6,10,1.1,2,3,-2,0.9
CC1Cc2ccccc2N1C(=O)CSc1nc2ccccc2n1CC(=O)N1CCOCC1 (stereo unspecified),-2,1,-2,44,1.3,5,11,-17,0.6
COC(=O)c1c(C)n(-c2ccc(C)cc2)c2ccc(O)cc12,53*,0.5,-1,25,1,12,2,-17,0.7
O=C(NCc1ccc(F)cc1)c1cc(S(=O)(=O)N2CCOCC2)ccc1F,30,0.7,-10,42,1.4,5,4,4,0.6
Cc1cccc(NC(=S)NNC(=O)CCn2cc(C)cn2)c1,29,0.7,-5,21,1.9,-1,0,5,0.8
CC(C)C(c1nnnn1Cc1ccc(F)cc1)N1CCN(C2CCCCC2)CC1 (stereo unspecified),-2,1,-5,5,1.9,1,1,28,0.9
CCOc1ccc(C(=O)NC2CCN(C(=O)NCc3ccccc3)CC2)cc1,7,0.9,-9,15,1,7,8,3,0.9
O=S(=O)(Nc1ccc(-c2nc3cccnc3s2)cc1)c1ccc(Cl)s1,-4,1,-14,100*,1.5,8,-5,-8,0
O=c1c2cccc3c2c(nn1-c1ccccc1)-c1ccccc1-3,41,0.6,-14,31,0.9,8,1,5,0.7
O=C(CC(NS(=O)(=O)c1ccc(Cl)cc1)c1ccco1)NCc1cccnc1 (stereo unspecified),88*,0.1,-16,70*,0.9,5,2,7,0.3
O=C(c1cccc(S(=O)(=O)N2CCOCC2)c1)N(CCO)Cc1ccccc1,10,0.9,-7,25,1.2,3,6,6,0.8
Cc1cccc(NS(=O)(=O)c2cc(C(=O)OCC(=O)Nc3cc(C)on3)ccc2C)c1,48,0.5,3,84*,1.3,14,-4,28,0.2
C/C(=N\NC(=O)c1cccc(C)c1)c1ccc(N2CCOCC2)cc1,18,0.8,-8,10,1,-1,-4,25,0.9
COc1cc(CNCc2ccc(OC)c(OC)c2OC)cc(OC)c1,38,0.6,/,-18,1.1,/,/,/,1.2
COc1ccc(C(C)(C)C)cc1NC(=O)COC(=O)c1cnc(C)cn1,12,0.9,-12,27,1.1,11,2,0,0.7

# Entries above marked active in PLK1 inh.
SMILES,CYP2C19 inh,CYP2C19 act,PLK1 inh,CYP2C9 inhib,PLAP activator,Rev-RRE block,EphB4 antag,PLK1 PBD inh,CYP2C9 activ
CCn1cc(C(=O)N2CCOCC2)c(=O)c2cc(S(=O)(=O)N(C)C)ccc21,-1,1,69*,-2,1,11,2,24,1

# More structures follow:
SMILES,CYP2C19 inh,CYP2C19 act,PLK1 inh,CYP2C9 inhib,PLAP activator,Rev-RRE block,EphB4 antag,PLK1 PBD inh,CYP2C9 activ
O=C(NCC1CCCO1)c1csc2c1CCCCC2 (stereo unspecified),28,0.7,-6,-76,1,1,-4,-4,1.8
O=C(NCCCN1CCOCC1)c1cc2ccccc2o1,25,0.8,-13,7,1,1,-2,8,0.9
Cc1onc(-c2ccccc2Cl)c1C(=O)Nc1c(C)n(C)n(-c2ccccc2)c1=O,0,1,-12,-3,1,4,-5,2,1
CCCOC(=O)c1ccc(Oc2c(-c3ccc(OCC)cc3O)n[nH]c2C)cc1,84*,0.2,-6,98*,2.2*,3,2,9,0
CC1(C)CC(=O)c2sc(NS(=O)(=O)Cc3ccccc3)nc2C1,/,/,6,/,/,4,-1,-9,/
COc1ccc(C)cc1NC(=O)CN1CCN(S(=O)(=O)c2ccc(Br)cc2)CC1,-12,1.1,1,19,1,-3,-1,7,0.8
COc1ccc(-c2cc(C(F)(F)F)nc(SCCC(=O)Nc3cc(C)on3)n2)cc1,3,1,/,2,1.1,/,/,/,1
CCOC(=O)c1cnc(-c2ccccc2)nc1Oc1cccc(Cl)c1,3,1,1,51*,0.9,14,5,-4,0.5
O=C(CSc1nnc(-c2cccs2)n1Cc1ccccc1)N1CCc2ccccc2C1,32,0.7,-7,48,1.3,3,-7,-7,0.5
Cc1ccc(CNC(=O)C2c3ccccc3C(=O)N3CCc4ccccc4C23)o1 (stereo unspecified),2,1,-8,19,1.1,8,-2,-4,0.8
O=C(NCc1ccccc1)C12CN(Cc3ccccc3)CC1C(c1cccc([N+](=O)[O-])c1)=NO2 (stereo unspecified),74*,0.3,-15,38,1.2,8,5,1,0.6
CC(C)CN1C(=O)c2ccc(C(=O)Nc3ccccn3)cc2C1=O,-2,1,-8,16,1,-1,1,36,0.8
O=C(CCN1C(=O)c2ccccc2C1=O)Nc1ccncc1,36,0.6,/,66*,1,/,/,/,0.3
NC(=O)[C@H](Cc1cc2ccccc2s1)NC(=O)[C@@H]1CC2(CC(c3cccc(NC(=O)[C@@H]4CCC(=O)N4)c3)=NO2)CN1C(=O)c1ccccc1 (stereo partly specified),40,0.6,2,46,1.6,3,-2,-3,0.5
O=C(COC(=O)Cc1ccc(S(=O)(=O)N2CCCCC2)s1)Nc1ccc2c(c1)OCO2,66*,0.3,-13,98*,1.3,8,-6,-11,0
CCCOC(=O)C1=C(C)NC2=C(C(=O)CC(C)(C)C2)C1c1ccc(N(C)C)cc1 (stereo unspecified),85*,0.1,-5,80*,1.6,1,-2,14,0.2
Cc1ccc(C)c(N(C(=O)CS(=O)CC(=O)Nc2ccc3c(c2)OCO3)C(C)C(=O)NC2CCCC2)c1 (stereo unspecified),/,/,-9,/,/,3,8,13,/
Cc1nc2ccccc2c(=O)n1NC(=O)Cc1ccccc1,/,/,-12,/,/,8,-1,-7,/
Cc1ccc(NC(=O)CN(C)S(=O)(=O)c2cccs2)cc1F,69*,0.3,-8,32,0.9,-1,6,22,0.7
COc1ccccc1-c1nnc2sc(-c3cnccn3)nn12,75*,0.3,-5,23,1,4,-3,-26,0.8
Cc1ccc(-c2nnc(-c3ccccc3)o2)cc1,/,/,-12,/,/,9,-2,-5,/
Cc1cc(C)c(NC(=O)CCCN2CCOCC2)c(C)c1,0,1,-11,2,1.2,8,4,24,1
